USP8 block: inhibitors of human USP8 deubiquitinase | P40818 | purified USP8, Ub-rhodamine cleavage fluorescence, 30 min | inhibition, % at 20 µM | 4.2% of 47,000 active | AID 1645853
USP30 block: inhibitors of human USP30 deubiquitinase; Q70CQ3; purified USP30, Ub-rhodamine cleavage fluorescence; inhibition, % at 25 µM; 5.3% of 47,000 active; AID 1645860
Target sequence (Q70CQ3 whole entry, looked up): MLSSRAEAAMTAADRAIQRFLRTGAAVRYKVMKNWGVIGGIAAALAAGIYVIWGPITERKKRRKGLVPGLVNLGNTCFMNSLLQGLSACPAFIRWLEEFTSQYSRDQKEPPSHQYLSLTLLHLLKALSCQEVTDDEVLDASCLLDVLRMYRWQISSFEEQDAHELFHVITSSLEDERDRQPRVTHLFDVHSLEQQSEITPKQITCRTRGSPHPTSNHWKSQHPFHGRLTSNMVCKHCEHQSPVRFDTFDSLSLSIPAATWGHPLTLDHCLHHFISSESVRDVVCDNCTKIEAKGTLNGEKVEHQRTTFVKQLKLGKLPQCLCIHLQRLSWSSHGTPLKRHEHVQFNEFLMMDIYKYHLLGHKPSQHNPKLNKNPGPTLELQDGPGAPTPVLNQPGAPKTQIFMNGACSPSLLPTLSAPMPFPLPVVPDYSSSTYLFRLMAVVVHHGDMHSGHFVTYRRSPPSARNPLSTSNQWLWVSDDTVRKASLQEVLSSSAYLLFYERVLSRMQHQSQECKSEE
USP7 block: blocks human USP7 ubiquitin-rhodamine cleavage; 0.3% of 47,000 active; inhibition, % at 20 µM; purified USP7, Ub-rhodamine cleavage fluorescence; AID 1645854
USP17 block: inhibitors of human USP17 deubiquitinase; AID 1645855; 6.5% of 47,000 active; inhibition, % at 50 µM; purified USP17, Ub-rhodamine cleavage fluorescence, 3 h
USP10 inh: blocks human USP10 ubiquitin-rhodamine cleavage. Q14694. purified USP10, Ub-rhodamine fluorescence, 60 min. inhibition, % at 20 µM. 1.1% of 47,000 active. AID 1645856
USP28 inh: inhibitors of human USP28 deubiquitinase | 3% of 47,000 active | AID 1645857 | inhibition, % at 25 µM | Q96RU2 | purified USP28, Ub-rhodamine cleavage fluorescence, 30 min
OTUD3 block: inhibitors of human OTUD3 deubiquitinase; AID 1645858; inhibition, % at 25 µM; Q5T2D3; 0.7% of 47,000 active; purified OTUD3, Ub-rhodamine fluorescence, 2 h
UCHL1 block: blocks human UCHL1 ubiquitin-rhodamine cleavage. P09936. purified UCHL1, Ub-rhodamine cleavage fluorescence. inhibition, % at 20 µM. 0.2% of 47,000 active. AID 1645859
Target sequence (P09936 whole entry, looked up): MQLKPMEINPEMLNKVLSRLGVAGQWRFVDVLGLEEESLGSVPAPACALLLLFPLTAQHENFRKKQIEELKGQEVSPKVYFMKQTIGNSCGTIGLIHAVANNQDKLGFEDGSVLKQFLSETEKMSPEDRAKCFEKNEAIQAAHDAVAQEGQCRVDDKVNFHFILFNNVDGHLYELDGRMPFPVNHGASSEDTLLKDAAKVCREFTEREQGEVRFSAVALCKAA
Active calls of the source: *; i = inactive; x = not tested or not shown. Rule as the data show it: active = inhibition above about 30%; inactive = the rest.

SMILES	USP8 block	USP30 block	USP7 block	USP17 block	USP10 inh	USP28 inh	OTUD3 block	UCHL1 block
O=C(Oc1ccccc1Br)c1ccc(Cl)c(S(=O)(=O)N2CCOCC2)c1	24	21	-1	5	2	4	9	2
Cc1ccc(C(=O)CCC(=O)NC(Cc2ccccc2)c2ccccc2)cc1 (stereo not drawn)	0	-226	3	-12	-7	-54	-45	-2
O=C(Nc1cc(=O)[nH]c2nc(Cc3ccccc3)nn12)C1CCCCC1	-8	-34	0	3	-5	-7	-5	-7
Fc1ccc(C(CCNCc2ccc3c(c2)OCO3)c2ccco2)cc1 (stereo not drawn)	4	16	3	2	1	29	16	1
O=c1c2cnc3nc(-c4ccncc4)nn3c2ccn1CCN1CCOCC1	-72	4	0	-14	0	-7	3	0
CC(C)n1cnc(-c2cc(C(=O)N3CCOCC3)c3ccccn23)c1	-12	-247	-19	-71	-8	-58	-49	-15
COc1cccc(C(=O)Nc2ccc(-c3ccc(N4CCOCC4)nn3)cc2)c1	13	23	4	15	15	2	8	0
Cc1nnc2ccc(-c3ccc(NC(=O)c4ccc(Br)o4)cc3)nn12	66*	-152	-21	-27	0	-1	-35	8
COc1ccc(Cl)cc1NC(=O)CC(NCCc1ccccc1)C(=O)O (stereo not drawn)	21	18	2	18	0	14	15	3
COc1ncccc1C(=O)N1CCN(C2CCN(Cc3ccc(C)cc3)CC2)C(=O)C1	-9	-5	-4	-1	0	-14	-6	-4
CN1CCN(Cc2ccc(S(C)(=O)=O)cc2)CC1c1ccccc1 (stereo not drawn)	0	12	2	-1	-2	1	8	1
COc1ccc(CNC(=O)[C@@H]2Cc3nc[nH]c3CN2Cc2ccccc2)cc1	10	-8	-10	-19	-2	-15	-5	-4
CCOC(=O)c1cnn(-c2nc(-c3ccccc3)c(S(=O)(=O)c3ccc(Cl)cc3)s2)c1C(F)(F)F	5	20	5	14	2	2	12	0
COc1cc(C2CC(=O)Oc3n[nH]c(-c4ccccc4)c32)cc(OC)c1OC (stereo not drawn)	-5	4	0	7	0	0	0	-3
O=C(c1ccccc1)N(CCN1CCOCC1)C1(C(=O)Nc2ccccc2)CCCCC1	6	10	2	-2	0	0	3	0
CNC1C(OC2C(OC3C(O)C(O)C(OC(N)=O)C(O)C3N=C(N)N)OC(C)C2(O)CO)OC(CO)C(O)C1O (stereo not drawn)	0	20	0	-5	-1	1	15	3
O=C1C[C@@H]2O[C@H](CNC(=O)[C@@H]3CN(CCN3C(=O)C3CCOCC3)C(=O)[C@@H]3C[C@@H](CN3C3CCCC3)N1)[C@@H](O)[C@H]2O	-78	i	-77	-148	-10	-181	-135	-36
CN(C(=O)CC(NC(=O)c1ccccc1)(c1ccccc1)c1ccccc1)c1ccccc1	0	8	2	-6	8	-8	2	2
Cc1ccc2nc3c(cc(C(=O)Nc4ccc5c(c4)OCCO5)n3Cc3ccccc3)c(=O)n2c1	11	9	7	12	2	1	7	6
COc1cc2c(cc1OC)C(COc1ccc([N+](=O)[O-])cc1)N(C(=O)COc1ccccc1)CC2 (stereo not drawn)	-16	16	-22	2	3	4	4	4
Nc1cc(C2CCN(S(=O)(=O)c3cccc(F)c3)CC2)no1	4	3	0	3	3	-3	5	-2
Cc1cnc(NC(=O)Cn2cnc3ccccc3c2=O)s1	-1	-2	x	40*	2	-7	-4	-1
CCC(=O)N1Cc2ccccc2CC2(CCCCN2Cc2ccccn2)C1 (stereo not drawn)	-233	-336	-35	-144	-7	-136	-98	-32
COc1ccc(CNC(=O)C2CCCN(C(=O)c3cc(-c4cccnc4)n[nH]3)C2)cc1 (stereo not drawn)	4	14	2	4	4	4	1	1
CCC[C@@H]1C[C@@H](C(=O)N[C@@H](C2OC(SC)C(O)C(O)C2O)[C@@H](C)O)N(C)C1 (stereo partly drawn)	9	20	8	10	6	12	9	4
Cn1cc2cccc(NC(=O)c3ccc(F)cc3)c2n1	91*	-3	-2	87*	2	9	-9	5
C/C=C1\CN(C(=O)C(NC(=O)[C@H](N)[C@@H](O)[C@H](O)COC(N)=O)[C@H]2O[C@@H](n3cc(CO)c(=O)[nH]c3=O)[C@H](O)[C@@H]2O)[C@@H]1C(=O)O (stereo partly drawn)	-3	-38	-13	-110	-5	-12	-12	-2
CCc1ccc(S(=O)(=O)Nc2cc(C(=O)Nc3ccccc3)ccc2OC)cc1	-33	-10	3	-1	0	10	-4	4
Cc1ccccc1C(=O)N1C[C@@H]2CCN(c3cccnc3)C[C@@H]2C1	-82	-97	-8	-43	-8	-37	-21	-4
Cc1cc(C)n(CC(=O)NCc2cccc(Cl)c2)c1-c1nc(C2CC2)no1	17	0	-92	19	0	12	9	3
O=C(Nc1cccc2ccccc12)N1CCC(c2nc3c(nnn3Cc3ccc(F)cc3)c(=O)[nH]2)CC1	97*	36*	3	91*	18	38*	15	13
COc1ccc(Cc2c(O)n(Cc3ccccc3)c(=O)[nH]c2=O)cc1OC	20	9	5	7	-2	7	10	-1
Cc1ccc(-c2nc(-c3ccccc3)c(S(=O)(=O)CC(=O)Nc3ccc(F)c(Cl)c3)[nH]2)cc1	6	44*	-15	24	24	18	1	3
CS(=O)(=O)N1CCC2(CC1)CN(Cc1ccncc1)Cc1ccccc1O2	21	22	1	1	2	3	11	2
Cn1c(N)c(C(=O)c2ccc(F)cc2F)c(=O)n(C)c1=O	0	-4	-4	-12	-3	-22	-1	-3
Cc1ccc(S(=O)(=O)N[C@H](C(=O)N2CCC(C(=O)N[C@H](Cc3c[nH]c4ccccc34)C(=O)O)CC2)C(C)C)cc1	5	-72	2	-9	-2	-6	-8	2
COc1cc(N2CC[C@@H]3[C@@H]2CCN3c2cccc(C)n2)ncn1	-113	-176	-17	-78	-6	-43	-35	-10
O=C(NCc1ccccc1Cl)c1ccc(CS(=O)c2ccccc2)o1 (stereo not drawn)	8	-1	-3	0	0	-6	-3	-4
COc1ccc(-c2cnc(Oc3cccnc3)nc2)cc1	6	0	-1	9	0	-9	-7	0
CCc1ncc(CN2CCC3(CC2)CN(C(C)=O)Cc2cc(C)ccc2O3)cn1	-5	-12	-2	-2	-2	-8	-5	-3
CC1CCN(S(=O)(=O)N2CCCC(C(=O)N3CCN(c4ncccn4)CC3)C2)CC1 (stereo not drawn)	-4	-5	-3	-3	-1	-7	-2	2
CC1CCCN(C(=O)C2CCN(c3cc(N4CCCCC4)ncn3)CC2)C1 (stereo not drawn)	-3	-18	-4	-7	-5	10	2	-1
CS(=O)(=O)c1ccc2nc(N(Cc3ccccc3)C(=O)c3ccc4ccccc4c3)sc2c1	-4	6	10	8	0	3	11	-2
CCc1cccc(-n2nnnc2N2CCN(C(=O)Nc3ccccc3C)CC2)c1	-5	-1	-17	-15	0	-13	-2	0
c1ccc(SCCCCN2CCOCC2)cc1	-6	5	1	-5	0	-5	-2	-4
Cn1cc(CCNC(=O)c2cc3ccccc3[nH]2)c2cccnc21	-4	-139	0	-17	-1	64*	-11	0
COc1cc(/C=C(/C(=O)O)c2ccc(-c3ccccc3)cc2)cc(OC)c1OC	-6	-47	-1	38*	3	-17	-11	-6
Cc1cc(C)n(-c2nc3c(c(=O)n2CC(=O)Nc2ccccc2F)CCC3)n1	4	13	-1	1	-4	9	3	2
CCOC(=O)C1CCN(C(=O)Cn2c(=O)cc(CC)c3c(C)nn(-c4ccc(C)cc4)c32)CC1	-10	-11	2	2	0	-6	0	0
O=S(=O)(Cc1cccc(Cl)c1)Nc1cccnc1	1	1	-1	-7	0	-7	-5	2
CCCc1nc(C2CN(C(=O)c3cc(C)oc3C)CCO2)n[nH]1 (stereo not drawn)	-3	1	-1	3	-2	-10	-1	-1
CCCc1nc2c(sc3nc4c(cc32)COC(C)(C)C4)c(=O)n1CCc1ccccc1	-5	2	-2	-22	0	-7	1	-3
COc1cccc(C(C(=O)NC2CCCCC2)N(C(=O)C2COc3ccccc3O2)c2ccc3c(c2)OCO3)c1 (stereo not drawn)	21	-31	5	-24	8	-3	-5	-3
Cc1onc(-c2ccccc2)c1C(=O)Nc1ccc2n[nH]nc2c1	-9	11	8	3	1	4	11	5
CCOc1ccc2ccccc2c1C(=O)N1CC(=O)Nc2ccc(C)cc2C1c1ccc(F)cc1 (stereo not drawn)	13	43*	4	9	9	17	-1	6
CC1CCN(C(=O)c2ccc3c(c2)N(C)C(=O)C2CCCCN32)CC1 (stereo not drawn)	-35	-36	-27	-13	-7	-13	-10	-7
CC(C)(C)c1ccc(Nc2nc(-c3cccnc3)nc3ccccc23)cc1	19	-68	-3	-13	-9	-19	-8	-14
CN(C)CCN(Cc1ccc2c(c1)OCO2)C(=O)c1cc(-c2ccccc2F)no1	-15	-7	0	-24	0	-18	0	0
COc1ccc(OC(=O)C2CC(=O)N(c3ccc(C)cc3)C2)cc1 (stereo not drawn)	3	21	0	7	4	12	8	6
CSCC[C@H](NC(=O)Cc1ccc(Cl)cc1)C(=O)N1CCC2(CC1)NCCc1[nH]cnc12	-4	-26	-15	x	-3	-22	-7	-4
(list continues)
SMILES	USP8 block	USP30 block	USP7 block	USP17 block	USP10 inh	USP28 inh	OTUD3 block	UCHL1 block
CCN1CCN(C2(CNC(=O)c3ccc(OC(C)C)cc3)CCCCC2)CC1	-4	-5	0	-3	-4	0	0	-2
COc1ccccc1-c1nc(-c2nnn(Cc3cccc(F)c3)c2C)no1	22	22	6	14	13	56*	10	4
O=C(c1cccc(F)c1)N1CCN(c2cnn3c(C4CC4)nnc3c2)CC1	-1	-5	1	-7	-1	-2	1	1
COc1ccc2oc(=O)c(S(=O)(=O)N3CCCC(C)C3)cc2c1 (stereo not drawn)	0	2	4	-1	8	-2	-3	0
c1ccc(Cn2ncc3c(SCc4nc5ccccc5[nH]4)ncnc32)cc1	-310	47*	1	-11	7	12	15	1
Cc1ccc(C2=NC3(CCN(CC(=O)NCc4ccc(Cl)cc4)CC3)NC2=O)cc1C	-86	-17	-21	-21	-6	-12	-19	-3
CCCc1cc(=O)oc2cc(OCC(=O)NCc3ccncc3)ccc12	0	1	-1	-7	-3	-4	-6	-2
O=C(NCc1ccccc1)Nc1cccn2nc(C3CC3)nc12	11	-3	1	7	-1	14	5	1
O=C(Cc1nnc(-c2cnccn2)o1)NCc1ccccc1Cl	1	13	1	1	1	1	8	0
O=C(NCc1cccc(F)c1)c1csc(-c2ccc(N3CCOCC3)nc2)n1	-12	-12	0	0	1	-1	-5	4
Cc1ccc(-n2cc(C(=O)NCc3ccccn3)nn2)cc1C	15	18	5	9	3	12	13	5
CC(C)CN1C[C@H]2CCN(Cc3ccccc3)CC[C@H]2S1(=O)=O	-25	0	-3	1	1	-6	-1	0
CN1C(=O)OC[C@@H]2CCN(CC3CCOCC3)C[C@H]21	6	18	2	7	1	7	14	2
CCc1ccc(NS(=O)(=O)c2ccc(-c3coc(C)n3)cc2)cc1	-18	0	-32	12	-2	-18	-13	-1
CCN1C(=O)C(C)(C)COc2ccc(NS(=O)(=O)c3cccc(F)c3)cc21	-17	-15	-5	x	3	-9	-6	-5
COc1ccc(CNC(=O)c2cc(C3CC3)nc3c2cnn3C(C)C)cc1	-10	-58	0	-16	-10	18	-17	0
C[C@@]12CCN(C(=O)CCCc3ccccn3)[C@@H]1CCCCC(=O)N2Cc1ccc(F)cc1	10	-34	0	-4	-7	-4	0	-1
COc1cc(Cl)ccc1-c1nc(-c2ccn3cnnc3c2)no1	14	-78	1	-28	-3	-17	-6	-3
COc1ccc(-c2c(C)c3ccc(OC(=O)c4ccco4)cc3oc2=O)cc1OC	13	-41	-2	-8	-5	-13	-19	-1

Of the compounds above, these have a Cl atom:
SMILES	USP8 block	USP30 block	USP7 block	USP17 block	USP10 inh	USP28 inh	OTUD3 block	UCHL1 block
O=C(Oc1ccccc1Br)c1ccc(Cl)c(S(=O)(=O)N2CCOCC2)c1	24	21	-1	5	2	4	9	2
COc1ccc(Cl)cc1NC(=O)CC(NCCc1ccccc1)C(=O)O (stereo not drawn)	21	18	2	18	0	14	15	3
CCOC(=O)c1cnn(-c2nc(-c3ccccc3)c(S(=O)(=O)c3ccc(Cl)cc3)s2)c1C(F)(F)F	5	20	5	14	2	2	12	0
Cc1cc(C)n(CC(=O)NCc2cccc(Cl)c2)c1-c1nc(C2CC2)no1	17	0	-92	19	0	12	9	3
Cc1ccc(-c2nc(-c3ccccc3)c(S(=O)(=O)CC(=O)Nc3ccc(F)c(Cl)c3)[nH]2)cc1	6	44*	-15	24	24	18	1	3
O=C(NCc1ccccc1Cl)c1ccc(CS(=O)c2ccccc2)o1 (stereo not drawn)	8	-1	-3	0	0	-6	-3	-4
O=S(=O)(Cc1cccc(Cl)c1)Nc1cccnc1	1	1	-1	-7	0	-7	-5	2
CSCC[C@H](NC(=O)Cc1ccc(Cl)cc1)C(=O)N1CCC2(CC1)NCCc1[nH]cnc12	-4	-26	-15	x	-3	-22	-7	-4
Cc1ccc(C2=NC3(CCN(CC(=O)NCc4ccc(Cl)cc4)CC3)NC2=O)cc1C	-86	-17	-21	-21	-6	-12	-19	-3
O=C(Cc1nnc(-c2cnccn2)o1)NCc1ccccc1Cl	1	13	1	1	1	1	8	0
COc1cc(Cl)ccc1-c1nc(-c2ccn3cnnc3c2)no1	14	-78	1	-28	-3	-17	-6	-3

Screens (PubChem)
